RGS4 act = RGS4 potentiators or activators, primary screen, cell-based, HEK293 M3R inducible RGS4, calcium flux; carbachol calcium flux Fluo4; hits give low values; B-score at 10 µM; 310,000 compounds, 0.92% hits;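 active = B-score of the integrated calcium signal more than 4 SD below the library mean, with starting fluorescence not abnormally high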;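 note: negative B-score means reduced calcium response which marks RGS4 activation or potentiation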
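Detection: kinetic calcium fluorescence imaging with Fluo4-AM dye, 2 µM / Material: HEK293 cells with stable M3R and inducible RGS4 / Schedule: recording 10 s baseline at 1 Hz, 100 s post-agonist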
HDAC3 inh = HDAC3 deacetylase inhibitors, primary screen, biochemical, fluorescence, cell-free homogeneous; Histone deacetylase 3 (Homo sapiens), O15379; AID 2718, 2010; recombinant HDAC3, fluorogenic peptide/trypsin coupled; 320,000 compounds, 0.15% hits; inhibition, % at 8.3 µM; in the data active = inhibition above about 26%, passing the limit was not always enough
Target sequence (O15379 whole entry, looked up): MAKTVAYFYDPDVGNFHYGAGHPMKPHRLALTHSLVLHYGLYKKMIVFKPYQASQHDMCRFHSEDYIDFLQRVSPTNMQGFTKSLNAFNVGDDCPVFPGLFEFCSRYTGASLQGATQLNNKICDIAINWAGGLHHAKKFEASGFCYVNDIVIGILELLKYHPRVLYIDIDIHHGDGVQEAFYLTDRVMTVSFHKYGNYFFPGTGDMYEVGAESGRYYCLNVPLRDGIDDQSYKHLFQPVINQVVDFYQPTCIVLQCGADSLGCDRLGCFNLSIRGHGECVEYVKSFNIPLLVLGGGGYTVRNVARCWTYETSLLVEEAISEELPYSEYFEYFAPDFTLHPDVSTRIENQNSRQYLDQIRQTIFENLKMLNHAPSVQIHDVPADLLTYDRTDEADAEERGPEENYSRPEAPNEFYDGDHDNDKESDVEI
TMEM16A act = TMEM16A chloride channel activators or potentiators, primary screen, cell-based, HTS; HEK293 TMEM16A/YFP-H148Q/I152L, iodide quench fluorescence; hits give low values; B-score at 10 µM; 340,000 compounds, 0.3% hits; AID 623877, 2012;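 active = fluorescence-ratio B-score plate-corrected deviation score at least 3 library SD below zero, with starting fluorescence score within 5 deviations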;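 note: channel opened by trigger with iodide after compound preincubation; score built on the fluorescence ratio of max minus min over baseline; more negative score means more quench and so TMEM16A activation or potentiation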
TRPC6 inhibitor = mouse TRPC6 channel inhibitors, primary screen, cell-based, HEK293, membrane potential dye. B-score at 10 µM. Short transient receptor potential channel 6 (Mus musculus), Q61143. 310,000 compounds, 1.1% hits. ACh-evoked depolarization; hits give low values;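 active = B-score under library mean minus 3 SD, initial fluorescence not abnormally high, positive integrated signal ratio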;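 note: B-score derived from integrated fluorescence ratio over the kinetic read; more negative B-score means stronger inhibition of depolarization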
TRPC6 activator = mouse TRPC6 channel activators, primary screen, cell-based, HEK293, membrane potential dye. HEK293-TRPC6 membrane potential dye fluorescence; hits give high values. B-score at 10 µM. 310,000 compounds, 0.13% hits. AID 2550, 2010;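 active = B-score of the integrated fluorescence ratio above library mean plus 3 SD, and starting fluorescence ratio within library mean plus 5 SD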;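 note: higher score means more depolarization so channel activation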
MrgX1 allo act = positive allosteric modulators of MrgX1, primary screen, HEK293 cells, Fluo-4 calcium flux. B-score at 10 µM. FDSS; hits give high values. Mas-related G-protein coupled receptor member X1 (Homo sapiens), Q96LB2. 310,000 compounds, 0.63% hits;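 active = plate-corrected calcium response at least 3 library SD above typical, normal starting fluorescence, not activating the receptor alone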;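 note: compound read alongside a low EC10 to EC30 dose of BAM8-22 agonist; peak minus trough fluorescence over baseline measured at the second addition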
Target sequence (Q96LB2 whole entry, looked up): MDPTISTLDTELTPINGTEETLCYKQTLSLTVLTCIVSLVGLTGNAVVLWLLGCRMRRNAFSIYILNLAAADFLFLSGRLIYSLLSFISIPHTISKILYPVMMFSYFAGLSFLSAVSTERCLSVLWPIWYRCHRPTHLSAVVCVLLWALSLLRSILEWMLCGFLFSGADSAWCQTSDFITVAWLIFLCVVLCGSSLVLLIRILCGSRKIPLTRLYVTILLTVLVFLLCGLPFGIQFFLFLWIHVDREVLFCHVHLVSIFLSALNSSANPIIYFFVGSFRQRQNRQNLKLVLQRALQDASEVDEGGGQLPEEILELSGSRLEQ
RGS4 block = RGS4 inhibitors, primary screen, cell-based, HEK293 M3R inducible RGS4, calcium flux; 310,000 compounds, 0.45% hits; Fluo-4 calcium flux; hits give high values; triggered by carbachol at its EC20; AID 463165, 2010; B-score at 10 µM; Regulator of G-protein signaling 4 (Homo sapiens), P49798;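 active = B-score, a plate-corrected calcium signal, over three deviations above library mean, with baseline fluorescence within five deviations of library mean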;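 note: RGS4 expression induced by doxycycline in cells with stable M3 receptor; B-score is computed from the integrated fluorescence ratio over baseline after carbachol; higher B-score means a larger calcium signal and so more RGS4 inhibition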
Target sequence (P49798 whole entry, looked up): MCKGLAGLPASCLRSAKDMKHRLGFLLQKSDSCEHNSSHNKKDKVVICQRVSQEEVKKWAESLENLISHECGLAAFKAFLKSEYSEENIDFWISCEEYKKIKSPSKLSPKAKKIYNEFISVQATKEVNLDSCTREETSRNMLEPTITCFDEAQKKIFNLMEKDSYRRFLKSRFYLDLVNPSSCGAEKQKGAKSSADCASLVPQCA
MrgX1 agonist = agonists of human MrgX1 receptor, primary screen, HEK293 cells, Fluo-4 calcium flux; B-score at 10 µM; Fluo-4 calcium fluorescence, agonist mode; hits give high values; 310,000 compounds, 0.44% hits; Mas-related G-protein coupled receptor member X1 (Homo sapiens), Q96LB2; AID 588627, 2011;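 active = calcium response B-score plate-corrected fluorescence ratio at least 3 library SD, with starting fluorescence B-score inside 5 SD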
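Material: HEK293 cells stably expressing human MrgX1 receptor | Quantity: 15,000 cells per well | Times: Cells plated overnight, dye loaded 0.5 h 37 °C, 0.5 h room temperature | Measured by: Kinetic Fluo-4 NW fluorescence of intracellular calcium | Control set: Positive and negative controls per plate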
TMEM16A inh = TMEM16A chloride channel inhibitors, primary screen, cell-based, HTS. Anoctamin-1 (Mus musculus), Q8BHY3. HEK293 TMEM16A/YFP iodide influx fluorescence, ionomycin. normalized B-score (activity score, 25-100; higher = stronger inhibition) at 10 µM. 310,000 compounds, 1.2% hits;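 active = ratio plate-corrected score three or more library SD toward inhibition, starting fluorescence score within five deviations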;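 note: score derived from kinetic fluorescence span divided by baseline fluorescence per well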
SKKanGAS inh = S. pyogenes SKKanGAS growth inhibitors in kanamycin, primary screen, streptokinase expression inhibitor project, SKKanGAS strain, BacTiter-Glo luminescence; inhibition, % at 7.5 µM; 6 h; 300,000 compounds, 1.3% hits;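 active = mean replicate score, as percent of positive control median, at least 50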;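 note: strain carries kanamycin resistance gene driven by streptokinase promoter and grows in 40 µg/ml kanamycin; loss of luminescence reflects streptokinase promoter inhibition or plain growth inhibition; 0% = median of DMSO wells and 100% = positive control at its reference dose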
MrgX1 antag = antagonists of human MrgX1 receptor, primary screen, HEK293 cells, Fluo-4 calcium flux. Mas-related G-protein coupled receptor member X1 (Homo sapiens), Q96LB2. BAM8-22 antagonism; hits give low values. B-score at 10 µM. 310,000 compounds, 1.3% hits. AID 588676, 2011;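 active = calcium-response B-score plate-corrected more than 3 library SD below zero, starting fluorescence within 5 deviations, no agonist response on first addition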;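 note: peak minus trough fluorescence over baseline after final BAM8-22 challenge near maximal dose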
* hit, by the source's call.

Results for CC1CCCC(C)N1CC(O)COc1c(F)cc(Br)cc1F (stereo not drawn) ?
RGS4 act: inactive; HDAC3 inh: -4; TMEM16A act: inactive; TRPC6 inhibitor: inactive; TRPC6 activator: inactive; MrgX1 allo act: inactive; RGS4 block: inactive; MrgX1 agonist: inactive; TMEM16A inh: inactive; SKKanGAS inh: -4; MrgX1 antag: inactive

Results for Cc1cc2n(n1)C(c1cn(-c3ccccc3)nc1C)Nc1ccccc1-2 (stereo not drawn) ?
RGS4 act: inactive; HDAC3 inh: -10; TMEM16A act: inactive; TRPC6 inhibitor: inactive; TRPC6 activator: inactive; MrgX1 allo act: inactive; RGS4 block: inactive; MrgX1 agonist: inactive; TMEM16A inh: inactive; SKKanGAS inh: -7; MrgX1 antag: inactive

Results for Cc1ccc(N2CC(C(=O)NCCc3ccc(S(N)(=O)=O)cc3)CC2=O)cc1 (stereo not drawn) ?
RGS4 act: inactive; HDAC3 inh: -4; TMEM16A act: inactive; TRPC6 inhibitor: inactive; TRPC6 activator: inactive; MrgX1 allo act: inactive; RGS4 block: inactive; MrgX1 agonist: inactive; TMEM16A inh: inactive; SKKanGAS inh: 1; MrgX1 antag: inactive

Results for CCOC(=O)c1c(-c2cccs2)csc1NC(=O)c1ccncc1 ?
RGS4 act: inactive; HDAC3 inh: 1; TMEM16A act: inactive; TRPC6 inhibitor: inactive; TRPC6 activator: inactive; MrgX1 allo act: inactive; RGS4 block: inactive; MrgX1 agonist: inactive; TMEM16A inh: inactive; SKKanGAS inh: 3; MrgX1 antag: inactive

Results for COc1ccc(OC)c(NC(=O)c2cc(-c3cc(C)cc(C)c3O)n[nH]2)c1 ?
RGS4 act: inactive; HDAC3 inh: -9; TMEM16A act: inactive; TRPC6 inhibitor: inactive; TRPC6 activator: inactive; MrgX1 allo act: inactive; RGS4 block: inactive; MrgX1 agonist: inactive; TMEM16A inh: inactive; SKKanGAS inh: -1; MrgX1 antag: inactive

Results for CCc1[nH]nc(C(=O)NC2CCCN(Cc3ccccc3F)C2)c1C (stereo not drawn) ?
RGS4 act: inactive; HDAC3 inh: -12; TMEM16A act: inactive; TRPC6 inhibitor: inactive; TRPC6 activator: inactive; MrgX1 allo act: inactive; RGS4 block: inactive; MrgX1 agonist: inactive; TMEM16A inh: inactive; SKKanGAS inh: -1; MrgX1 antag: inactive

Results for COC/C=C/C1=CC2=CC(=O)C(C)(OC(=O)c3cnc4ccccc4n3)C(=O)C2=CN1c1cccc(C#N)c1 (stereo not drawn) ?
RGS4 act: inactive; HDAC3 inh: -2; TRPC6 inhibitor: inactive; TRPC6 activator: inactive; MrgX1 allo act: inactive; RGS4 block: inactive; MrgX1 agonist: inactive; TMEM16A inh: inactive; SKKanGAS inh: 11; MrgX1 antag: inactive

Results for CCOC(=O)C1CCCN(c2c(NCCCN(CC)c3ccccc3)c(=O)c2=O)C1 (stereo not drawn) ?
RGS4 act: inactive; HDAC3 inh: -5; TMEM16A act: inactive; TRPC6 inhibitor: inactive; TRPC6 activator: inactive; MrgX1 allo act: inactive; RGS4 block: inactive; MrgX1 agonist: inactive; TMEM16A inh: inactive; SKKanGAS inh: -3; MrgX1 antag: inactive

Results for Cc1cc(C)c(C#N)c(SCc2nc3ccccc3c(=O)[nH]2)n1 ?
RGS4 act: inactive; HDAC3 inh: -6; TMEM16A act: inactive; TRPC6 inhibitor: inactive; TRPC6 activator: inactive; MrgX1 allo act: inactive; RGS4 block: inactive; MrgX1 agonist: inactive; TMEM16A inh: inactive; SKKanGAS inh: -34; MrgX1 antag: inactive

Results for CCOc1ccccc1NC(=O)N1CCCC(c2nc3c(nnn3Cc3ccc(C)cc3)c(=O)[nH]2)C1 (stereo not drawn) ?
RGS4 act: inactive; TMEM16A act: inactive; TRPC6 inhibitor: inactive; TRPC6 activator: inactive; MrgX1 allo act: inactive; RGS4 block: inactive; MrgX1 agonist: inactive; TMEM16A inh: inactive; SKKanGAS inh: 12; MrgX1 antag: inactive

How did Cc1ccc(C(=O)Nc2ccc3nc(C)sc3c2)s1 do in these assays?
RGS4 act: inactive; HDAC3 inh: 1; TMEM16A act: inactive; TRPC6 inhibitor: inactive; TRPC6 activator: inactive; MrgX1 allo act: inactive; RGS4 block: inactive; MrgX1 agonist: inactive; TMEM16A inh: inactive; SKKanGAS inh: -3; MrgX1 antag: inactive

What do the screens show for `CC(C)CCN1CCN(C2CSCCSC2)CC1CCO` (stereo not drawn)?
RGS4 act: inactive; HDAC3 inh: 0; TMEM16A act: inactive; TRPC6 inhibitor: inactive; TRPC6 activator: inactive; MrgX1 allo act: inactive; RGS4 block: inactive; MrgX1 agonist: inactive; TMEM16A inh: inactive; SKKanGAS inh: 10; MrgX1 antag: inactive

Results for CN(c1ccccc1C(=O)NCC1CCCO1)S(C)(=O)=O (stereo not drawn) ?
RGS4 act: inactive; HDAC3 inh: 5; TMEM16A act: inactive; TRPC6 inhibitor: inactive; TRPC6 activator: inactive; MrgX1 allo act: inactive; RGS4 block: inactive; MrgX1 agonist: inactive; TMEM16A inh: inactive; SKKanGAS inh: -4; MrgX1 antag: inactive

What do the screens show for `CCOC(=O)c1c(CSC(=N)N)n(C)c2cc(Br)c(OC(C)=O)cc12`?
RGS4 act: inactive; HDAC3 inh: 8; TMEM16A act: inactive; TRPC6 inhibitor: inactive; TRPC6 activator: inactive; MrgX1 allo act: inactive; RGS4 block: inactive; MrgX1 agonist: 46*; TMEM16A inh: inactive; SKKanGAS inh: 1; MrgX1 antag: inactive

Results for COc1ccc(-n2cnnc2SCC(=O)N(C)C2CCS(=O)(=O)C2)cc1 (stereo not drawn) ?
RGS4 act: inactive; HDAC3 inh: -9; TMEM16A act: inactive; TRPC6 inhibitor: inactive; TRPC6 activator: inactive; MrgX1 allo act: inactive; RGS4 block: inactive; MrgX1 agonist: inactive; TMEM16A inh: inactive; SKKanGAS inh: -1; MrgX1 antag: inactive

What do the screens show for `COc1cccc2sc(=NC(=O)CCS(=O)(=O)c3ccc(C)cc3)n(C)c12`?
RGS4 act: inactive; HDAC3 inh: 11; TMEM16A act: inactive; TRPC6 inhibitor: inactive; TRPC6 activator: inactive; MrgX1 allo act: inactive; RGS4 block: inactive; MrgX1 agonist: inactive; TMEM16A inh: inactive; SKKanGAS inh: -2; MrgX1 antag: inactive

What do the screens show for `CCOc1ccc(CN2CCNC(=O)C2CC(=O)NCCCn2ccnc2)cc1` (stereo not drawn)?
RGS4 act: inactive; HDAC3 inh: 2; TMEM16A act: inactive; TRPC6 inhibitor: inactive; TRPC6 activator: inactive; MrgX1 allo act: inactive; RGS4 block: inactive; MrgX1 agonist: inactive; TMEM16A inh: inactive; SKKanGAS inh: 5; MrgX1 antag: inactive

Results for CCOc1ccc(C(F)(F)F)cc1NC(=O)c1ccc(OC)c([N+](=O)[O-])c1 ?
RGS4 act: inactive; HDAC3 inh: -7; TMEM16A act: inactive; TRPC6 inhibitor: inactive; TRPC6 activator: inactive; MrgX1 allo act: inactive; RGS4 block: inactive; MrgX1 agonist: inactive; TMEM16A inh: inactive; SKKanGAS inh: -3; MrgX1 antag: inactive

Results for CCOc1ccc(S(=O)(=O)NCc2ccccc2OC)cc1 ?
RGS4 act: inactive; HDAC3 inh: 1; TMEM16A act: inactive; TRPC6 inhibitor: inactive; TRPC6 activator: inactive; MrgX1 allo act: inactive; RGS4 block: inactive; MrgX1 agonist: inactive; TMEM16A inh: inactive; SKKanGAS inh: 0; MrgX1 antag: inactive

Results for COc1ccc(/C(C)=N\Nc2nc(-c3ccc(Cl)cc3)cc(C(F)(F)F)n2)cc1OC ?
RGS4 act: inactive; HDAC3 inh: 3; TMEM16A act: inactive; TRPC6 inhibitor: inactive; TRPC6 activator: inactive; MrgX1 allo act: inactive; RGS4 block: inactive; MrgX1 agonist: inactive; TMEM16A inh: inactive; SKKanGAS inh: 2; MrgX1 antag: inactive

What do the screens show for `COc1ccc(Cl)cc1N(C(C)C(=O)O)S(C)(=O)=O` (stereo not drawn)?
RGS4 act: inactive; HDAC3 inh: 1; TMEM16A act: inactive; TRPC6 inhibitor: inactive; TRPC6 activator: inactive; MrgX1 allo act: inactive; RGS4 block: inactive; MrgX1 agonist: inactive; TMEM16A inh: inactive; SKKanGAS inh: -5; MrgX1 antag: inactive

Results for O=C(CSc1nc(Nc2ccccc2)nc(N2CCOCC2)n1)Nc1ccc([N+](=O)[O-])cc1 ?
RGS4 act: inactive; HDAC3 inh: 2; TMEM16A act: inactive; TRPC6 inhibitor: inactive; TRPC6 activator: inactive; MrgX1 allo act: inactive; RGS4 block: inactive; MrgX1 agonist: inactive; TMEM16A inh: inactive; SKKanGAS inh: 22; MrgX1 antag: inactive

How did NC(=O)CSc1nnc(-c2cnccn2)n1Cc1ccco1 do in these assays?
RGS4 act: inactive; HDAC3 inh: 1; TMEM16A act: inactive; TRPC6 inhibitor: inactive; TRPC6 activator: inactive; MrgX1 allo act: inactive; RGS4 block: inactive; MrgX1 agonist: inactive; TMEM16A inh: inactive; SKKanGAS inh: 7; MrgX1 antag: inactive

Results for COc1ccc(CCNC(=O)CCn2c(SCC#N)nc3ccccc3c2=O)cc1OC ?
RGS4 act: inactive; HDAC3 inh: 9; TMEM16A act: inactive; TRPC6 inhibitor: inactive; TRPC6 activator: inactive; MrgX1 allo act: inactive; RGS4 block: inactive; MrgX1 agonist: inactive; TMEM16A inh: inactive; SKKanGAS inh: 17; MrgX1 antag: inactive

Results for COC(=O)c1cn(NC(=O)CC2CCCCC2)c(=O)c2ccccc12 ?
RGS4 act: inactive; HDAC3 inh: -2; TMEM16A act: inactive; TRPC6 inhibitor: inactive; TRPC6 activator: inactive; MrgX1 allo act: inactive; RGS4 block: inactive; MrgX1 agonist: inactive; TMEM16A inh: inactive; SKKanGAS inh: 3; MrgX1 antag: inactive

From PubChem BioAssay
